CHT allo act: allosterically activates the human high affinity choline transporter. CHT-expressing cells, membrane potential dye, choline EC20; stronger effect = higher value; LV-AA mutant CHT in HEK293 cells. 310,000 tested, 0.49% active. B-score at 10 µM. Q9GZV3;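 active means initial fluorescence not abnormally high and integrated response B-score, plate-corrected, over 3 SD above library mean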
Target sequence (Q9GZV3 whole entry, looked up): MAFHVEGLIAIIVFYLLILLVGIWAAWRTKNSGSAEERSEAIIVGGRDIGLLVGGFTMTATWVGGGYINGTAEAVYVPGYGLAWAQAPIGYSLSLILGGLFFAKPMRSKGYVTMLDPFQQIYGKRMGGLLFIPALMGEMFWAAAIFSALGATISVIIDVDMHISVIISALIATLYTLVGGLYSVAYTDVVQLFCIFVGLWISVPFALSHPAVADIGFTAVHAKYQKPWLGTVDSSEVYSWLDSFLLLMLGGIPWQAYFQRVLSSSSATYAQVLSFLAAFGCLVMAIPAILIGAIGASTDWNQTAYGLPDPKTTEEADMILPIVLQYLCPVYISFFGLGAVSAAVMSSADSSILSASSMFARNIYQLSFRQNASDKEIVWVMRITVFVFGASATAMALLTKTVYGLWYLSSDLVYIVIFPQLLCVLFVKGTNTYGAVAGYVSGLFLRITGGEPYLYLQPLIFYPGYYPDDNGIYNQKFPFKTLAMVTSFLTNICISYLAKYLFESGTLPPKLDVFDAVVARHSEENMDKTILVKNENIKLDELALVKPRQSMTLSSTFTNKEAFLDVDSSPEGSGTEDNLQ
OX1R antag: antagonists of human orexin 1 receptor. AID 434989. inhibition, % at 5 µM. 330,000 tested, 0.43% active. CHO/OX1R cells, Fluo-8 calcium fluorescence, orexin A;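 active means inhibition above its plate's threshold, mean inhibition of all tested compounds on the plate plus 3 SD, cut at about 37% in these data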;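 further: 0% = orexin A challenge wells and 100% = SB-334867-A antagonist wells; not every result past the cut was called active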
Target sequence (O43613 whole entry, looked up): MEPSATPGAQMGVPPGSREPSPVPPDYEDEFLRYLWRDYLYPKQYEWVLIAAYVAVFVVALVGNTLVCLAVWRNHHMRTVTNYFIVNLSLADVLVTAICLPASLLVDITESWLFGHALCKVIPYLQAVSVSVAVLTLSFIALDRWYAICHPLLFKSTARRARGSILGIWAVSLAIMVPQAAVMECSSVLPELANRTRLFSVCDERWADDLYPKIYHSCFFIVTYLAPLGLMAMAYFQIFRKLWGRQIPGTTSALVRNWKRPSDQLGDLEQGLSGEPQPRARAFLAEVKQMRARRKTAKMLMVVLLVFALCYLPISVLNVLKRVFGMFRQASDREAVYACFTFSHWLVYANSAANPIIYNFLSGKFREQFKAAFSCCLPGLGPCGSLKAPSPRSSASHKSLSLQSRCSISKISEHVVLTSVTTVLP
Numbers without * were called inactive; i = inactive; x = no result given.

SMILES	CHT allo act	OX1R antag
CCCC(=O)c1ccc(N2CCCC2)c(F)c1	i	-38.9
Cc1ccccc1Cc1ccc(Cl)nn1	i	-16.7
CCCCC(=O)Nc1nnc(C)s1	i	4.2
O=C(CBr)c1ccc([N+](=O)[O-])c(CS(=O)(=O)c2ccc(Cl)cc2)c1	i	20.1
CCCN(CC(=O)Nc1ccccc1OC)C(=O)c1cc(-c2cccs2)nn1-c1ccccc1	i	-23.0
CC(NCC(=O)Nc1ccccc1C(=O)NC1CC1)c1ccc(S(C)(=O)=O)cc1 (configuration not stated)	x	-15.4
CCOC(=O)c1cn[nH]c1NC(=S)Nc1ccc(Cl)cc1	i	-5.3
CCOP(=O)(Cc1ccc(C(C)(C)CC(C)=O)o1)OCC	i	-16.1
CCOC(=O)N1CCN(Cc2nc3cc([N+](=O)[O-])ccc3n2C)CC1	i	-14.8
Cc1ccc(C(=O)Nc2ccc(C(=O)N/N=C/c3ccncc3)cc2)cc1	i	-14.1
CCC12CN3CC(CC)(CN(C1)C3c1ccc([N+](=O)[O-])o1)C2=O (configuration not stated)	i	-13.9
CCOC(=O)c1cc(-c2ccccc2)sc1NC(=O)C(C)Sc1nnc(N)s1 (configuration not stated)	i	-12.5
CCOC(=O)c1ccc(-c2ccc3c(=O)c4ccccc4n(C)c3c2)cc1F	i	8.1
O=C(Nc1ccc(Cl)cc1)OCc1ccccn1	i	19.7
CNC(=O)Cn1nc(C)c(S(=O)(=O)N2CCOCC2)c1C	x	-10.8

Arranged by formula weight (smallest number first): 3 of the compounds above
SMILES	CHT allo act	OX1R antag
CCOC(=O)c1cn[nH]c1NC(=S)Nc1ccc(Cl)cc1	i	-5.3
CCOC(=O)N1CCN(Cc2nc3cc([N+](=O)[O-])ccc3n2C)CC1	i	-14.8
CCOC(=O)c1ccc(-c2ccc3c(=O)c4ccccc4n(C)c3c2)cc1F	i	8.1

The results go on:
SMILES	CHT allo act	OX1R antag
CCCc1nnc(NC(=O)CCC(=O)NCCc2ccc(Cl)cc2)s1	i	-28.2
O=[N+]([O-])C(=c1ccc2c(c1)N1C3=C(CCCC3)CC3CCCCC31N=2)[N+](=O)[O-] (configuration not stated)	i	-23.8
O=C(NNC(=O)c1cc(-c2cccc(Br)c2)nc2ccccc12)c1csc(N2CCOCC2)n1	i	5.3
S=C(Nc1ccccc1Cl)N1CCCC1	i	-70.8
NC(=O)CC[C@@H]1NC(=O)[C@H](CO)NC(=O)c2cc([N+](=O)[O-])cc(I)c2NCCCC[C@@H](C(N)=O)NC(=O)[C@H](Cc2ccc(O)cc2)NC1=O	i	3.4
COc1ccc2[nH]c3c(=O)n(CCCN4CCOCC4)cnc3c2c1	i	-3.4
CN(C)C(=S)NC(=O)C12CC3(C)CC(C)(CC(C)(C3)C1)C2	i	-2.9
Cc1ccc(-c2c(C)n([O-])c3c([n+]2=O)CCCC3)o1	i	-2.7
O=C(COc1ccc(F)cc1)NCCN1CCCC1	i	-2.5
COc1cc(/C=C/C(=O)OCC(=O)Nc2c(C)n(C)n(-c3ccccc3)c2=O)cc(OC)c1OC	x	-17.5
COc1ccc(C(CCO)NC(=O)c2cccs2)cc1OC (configuration not stated)	i	-0.7
O=C(CSc1nnc(-c2ccccc2)o1)Nc1ccccc1F	i	-0.3
COc1ccc(C(Nc2ccc(S(=O)(=O)NCC3CCCO3)cc2)C(=O)NC(C)(C)C)cc1OC (configuration not stated)	i	-11.0
Cc1ccc(-c2nnn3c2nc(NCCc2ccc(S(N)(=O)=O)cc2)c2ccccc23)cc1	i	-16.8
COc1ccc(OC)c(C2=NOC(C(=O)NCc3ccco3)C2)c1 (configuration not stated)	i	-8.1

Fetched by structure from the list above:
SMILES	CHT allo act	OX1R antag
COc1ccc2[nH]c3c(=O)n(CCCN4CCOCC4)cnc3c2c1	i	-3.4
CN(C)C(=S)NC(=O)C12CC3(C)CC(C)(CC(C)(C3)C1)C2	i	-2.9
COc1ccc(OC)c(C2=NOC(C(=O)NCc3ccco3)C2)c1 (configuration not stated)	i	-8.1
O=C(CSc1nnc(-c2ccccc2)o1)Nc1ccccc1F	i	-0.3
S=C(Nc1ccccc1Cl)N1CCCC1	i	-70.8

(continued)
SMILES	CHT allo act	OX1R antag
CC1(C(=O)NNC(=O)C2CCCCC2)CC1(Cl)Cl (configuration not stated)	i	-2.4
CCc1cccc(CC)c1-n1c(-c2cccnc2)n[nH]c1=S	i	-16.8
Cc1ccc(S(=O)(=O)N2CCOCC2)cc1NC(=O)COC(=O)Cc1ccccc1	x	-21.8
O=C(c1ccc2ncsc2c1)N1CCN(c2ccccc2Cl)CC1	i	-32.6
CC(=O)N1CCN(S(=O)(=O)c2cccc(C(=O)Nc3ccc(F)c(F)c3)c2)CC1	i	-2.6
CN(CCc1ccccn1)C1CCCN(S(=O)(=O)c2ccccc2Cl)C1 (configuration not stated)	i	-12.5
CCCCc1ccc(NC(=O)CSc2nc(=O)n(CCN3CCOCC3)c3c2CCC3)cc1	i	-39.3
CCC(C)NC(=O)C1CCN(c2nc(C)cc(C)n2)CC1 (configuration not stated)	i	2.7
O=C(Nc1ccccc1)C1CCOC1=O (configuration not stated)	i	-24.5
COc1cccc(C(=O)Nn2cnnc2)c1	i	-26.4
CCOC(=O)Cc1nnc(NC(=O)C(CC)Sc2nnc3c4ccccc4n(C)c3n2)s1 (configuration not stated)	i	-18.1
CCN(CC)c1ccc(/C=N/OCC(=O)Nc2cccc(C)c2)cc1	i	-14.9
COc1ccc2c(c1)Cc1sc(NC(=O)c3cccnc3)nc1-2	i	-39.6
Cc1ccccc1-n1cc(C(=O)c2cc(Cl)ccc2O)cc(C#N)c1=O	i	-16.5
COc1cc2c(cc1OC)CC(=O)N(C)CC2	i	-11.6
Cc1ccc2c(c1)cc(CN(Cc1ccc3c(c1)OCO3)C(=O)c1cnccn1)c1nnnn12	i	-4.4
COc1ccc(/C=C(/NC(=O)c2ccccc2)C(=O)Nc2cccc(C(=O)O)c2)cc1	i	3.4
Cc1ccc(S(=O)(=O)C2(C(=O)Nc3ccc(Br)cc3)CC2)cc1	i	-34.4
Cc1ccc(NC(=O)CN(C)CC(=O)Nc2cccc(F)c2)cc1[N+](=O)[O-]	i	40.1
COc1ccc(CCNC(=O)CO/N=C/c2cc3c(cc2Br)OCO3)cc1OC	i	-26.6
CCOC(=O)c1c(NC(=O)C(C)Sc2cccc[n+]2[O-])sc2c1CCN(Cc1ccccc1)C2 (configuration not stated)	i	-22.0
CN(CC(=O)Nc1ccc(Cl)c(C(F)(F)F)c1)C(=O)/C=C/c1cccs1	x	3.1
CC(C)CC(NC(=O)c1ccccc1)C(=O)OCC(=O)Nc1ccc(S(N)(=O)=O)cc1 (configuration not stated)	i	-7.6
O=C(Cn1[nH]c(=O)c2ccccc2c1=O)Nc1ccc2c(c1)CCC2	i	-3.1
COc1ccc(NS(=O)(=O)c2cc(NC(=O)Cn3cnc4c3c(=O)n(C)c(=O)n4C)ccc2C)cc1	i	-14.7
Cc1c(N=C2NC(=O)/C(=C/c3ccc(O)cc3)S2)c(=O)n(-c2ccccc2)n1C	i	4.5
COc1ccc(C2CC(C(F)(F)F)n3nc(C(N)=O)c(Cl)c3N2)cc1OC (configuration not stated)	i	-11.1
COc1ccc(NC(=O)CCN2CCN(Cc3ccccc3)CC2)c(OC)c1	i	-7.5
CNCCC(=O)N1c2ccccc2CCc2ccc(NC(=O)OC)cc21	i	-5.1
Cc1ccc(CNC(=O)c2ccc(NC3=NC4CS(=O)(=O)CC4S3)cc2)cc1 (configuration not stated)	i	1.4
C=CCn1c(SCc2c(C)noc2C)nc2sc(C)c(C)c2c1=O	i	-49.5
Cc1ccc2c(CN3CCCCC3)cc(=O)oc2c1	i	-5.8
Cc1ccc2c(c1)N(CC(=O)NCCCN1CC(C)CC(C)C1)C(=O)c1cccnc1O2 (configuration not stated)	i	-33.9
O=C(O)c1ccccc1NC(=S)NC(=O)c1cccc2ccccc12	i	-3.4
O=C(COC(=O)C1CC1)NCCc1ccccc1	x	1.2
CC(C)Oc1ccc2c3c(c(=O)oc2c1)CCC3	i	-36.4
COc1cc2ccccc2cc1C(=O)NC(=S)Nc1ccc(C(=O)O)cc1	i	-10.5
O=C(c1ccccc1)C(C(=O)N1CCCCC1)n1ccccc1=O (configuration not stated)	i	0.1
COc1ccc(C(=O)n2c(C)c(CCO)c(=O)n2C)cc1	i	-12.9
Cc1ccc(-n2c(C)nnc2SCC(=O)NNC(=O)c2ccco2)cc1	i	-12.3
C=CCc1ccc(OC(=O)NC2CCCCC2)c(OC)c1	i	-28.2
O=C(Nc1ccnn1C1CCN(Cc2cccc(OCCO)c2)CC1)C1CC1	i	1.4
Cc1c(NC(=S)NC(=O)C(C)(C)C)cccc1[N+](=O)[O-]	i	-12.8
CCN1CCc2c(OCc3ccc(C)cc3)cccc2C1=O	i	-24.6
COC(=O)c1ccc(CN2CCN(C3CCCC3)C(CCO)C2)cc1 (configuration not stated)	i	-21.9
CN1C(=O)/C(=C2\SC(N)=NC2=O)c2ccccc21	i	-12.9
CCOc1ccc(NC(=O)CS(=O)(=O)c2cn(CC)c3ccccc23)cc1	i	-8.8
Cc1ccc(-n2c(SCC(=O)NCc3ccco3)nnc2-c2cccnc2)cc1	i	-16.7
COC(=O)c1ccc(NC(=O)N2CCOCC2)cc1	i	-33.2
O=C(COc1cccc(F)c1)NNC(=O)c1cccc(-n2cccc2)c1	i	-18.6
CCOc1ccc(NC(=O)C2CCN(C(=O)N3CCOc4ccccc43)CC2)cc1	i	-14.8
CCCNC(=O)c1ccccc1NC(=O)c1ccc(CSc2ccccc2)cc1	i	-13.1
Cc1cc(=O)nc2c3ccccc3n(C(C)C(=O)Nc3cc(F)ccc3F)n12 (configuration not stated)	i	-25.4
CC(C)C(NC(=O)OC(C)(C)C)C(=O)NC(CCC(=O)OCc1ccccc1)C(N)=O (configuration not stated)	i	-23.3
CCc1nnc(NC(=O)Cc2sc(C)nc2-c2ccc(C)cc2)s1	i	-36.4
CC(=O)N/C(=C\c1ccccc1)C(=O)N1CCOCC1	i	-2.5
Cc1nn(C)c(=O)n1-c1ccc(OCc2ccccc2)cc1	i	-1.8
Cc1ccc(C(=O)COC(=O)CCC(=O)NC2CCCCC2)cc1[N+](=O)[O-]	i	-34.2
CC1Cc2cc(S(=O)(=O)N3CCCCC3C)ccc2N1C(=O)C1CCC1 (configuration not stated)	i	-3.8
COc1ccc(/C=N/NC(=O)CCCC(=O)NC2CCCCC2)cc1	i	-10.3
The list goes on.
SMILES	CHT allo act	OX1R antag
COc1ccc(N(C(=O)CNC(=O)c2ccco2)C(C(=O)NCC2CCCO2)c2ccccc2)cc1OC (configuration not stated)	i	-26.3
O=C(c1cnn2c(C(F)F)cc(-c3ccccc3)nc12)N1CCCc2ccccc21	i	-14.8
CCCCCCNC(=O)CCc1nc2cccnc2n1Cc1ccc(OC)cc1	i	x
O=C(COC(=O)c1cc[n+]([O-])cc1)Nc1ccc(Cl)cc1C(F)(F)F	i	-7.2
O=C(N/N=C/c1cccnc1)c1ccc2c(c1)OCO2	i	-5.2
O=C(Cc1n[nH]c(=O)c2ccccc12)Nc1cccc(S(=O)(=O)N2CCCC2)c1	i	-14.2
O=C(O)CCn1ccc2cc(S(=O)(=O)N3CCCCCC3)ccc21	i	-19.2
CCN(CC)C(=O)c1c(NC(=O)c2ccccc2)sc(C)c1C	i	-23.8
Nc1sc2c([n+]1CCCS(=O)(=O)[O-])CCCC2	i	-4.9
O=C(CCn1nc(-c2ccccc2)c2ccccc2c1=O)Nc1cccnc1	i	-23.6
O=C(Nc1cccc2c1N(C(=O)c1ccco1)CCC2)c1ccco1	i	13.4
COc1cc(-c2nc3ccccc3s2)ccc1O	i	-18.0
Cc1cccc(Nc2ncccc2C(=O)O)c1C	i	-4.8
CCOc1ccc(C(=O)NC(=S)NCc2cccnc2)cc1	i	-16.5
CC12CN(NC(=O)c3ccccc3F)C3(C#N)CC1CCC23C (configuration not stated)	i	-6.6
COc1ccccc1CNC(=O)c1ccc(CS(=O)(=O)c2ccccc2OC)o1	i	-27.2
O=C(CN1C(=O)CCC1=O)Nc1nc(-c2ccc3ccccc3c2)cs1	i	2.9
CCc1noc(C)c1C(=O)NNC(=O)c1ccccc1	x	7.6
CCc1ccc(NC(=O)CCC(=O)c2ccc(C)cc2)cc1	i	-2.4
CCN(C(=O)CSc1nnc(-c2c[nH]c3ccccc23)o1)C1CCS(=O)(=O)C1 (configuration not stated)	i	-21.5
COc1ccc(NC(=O)CC(NCCc2ccccc2)C(=O)O)c(OC)c1 (configuration not stated)	i	-15.1
Cc1ccc(S(=O)(=O)N2CCCC(C(=O)NCc3cccnc3)C2)cc1Cl (configuration not stated)	i	-31.5
O=C1CCCN2N=C(SCC(=O)Nc3nccs3)SC2=N1	i	-12.7
Cc1cc(NC(=O)c2ccc(Cl)cc2Cl)no1	i	-13.9
O=C(Nc1c(F)cccc1F)c1ccc2c(c1)CCN2S(=O)(=O)c1ccccc1	i	4.0
Cc1onc(-c2ccccc2Cl)c1C(=O)Nc1nc2c(s1)CCCC2	i	-28.3
Cc1ccc(OCc2ccc(C(=O)N3CCCC3)o2)cc1C	i	-18.7
N/C(=N\OC(=O)c1ccc(Cl)cc1Cl)c1ccccc1	i	-113.8
COc1ccccc1N1CCN(/N=C/C=C\c2ccco2)CC1	i	-20.0
Cc1nn(C)cc1CN(C)Cc1c(C(=O)N(C)Cc2ccccc2)nc2ccccn12	i	-17.1
COc1cc(C)nc(SCC(N)=O)n1	i	0.8
COc1ccc(N2CCN(C(=O)C(Cc3ccccc3)n3cccc3)CC2)cc1 (configuration not stated)	i	-25.3
O=C(CN1CCN(S(=O)(=O)N2CCCCC2)CC1)Nc1ccc(Cl)c(Cl)c1	i	-4.8
COc1cc(/C=N/Nc2ccc(S(N)(=O)=O)cc2)cc(OC)c1OC	i	-3.1
Cc1cc(C)n2nc(C(=O)OCC(=O)N3CC(C)CC(C)C3)nc2n1 (configuration not stated)	i	-15.2
CN(CC(=O)Nc1ccc(Cl)cc1)C(=O)c1ccc(N2CCCC2=O)cc1	x	-13.4
